Screening results deposited in PubChem by National Center for Advancing Translational Sciences (NCATS).
D2 ag: activates the human D2 dopamine receptor | HEK293 T-REx D2 cells, calcium flux agonist mode | activation, % at 2 µM | actives 0.53% (n = 340,000);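 active means activation over 3 SD above normal in the single-dose calcium agonist read, cut at about 30% in these data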; further: 0% is about no effect
Target sequence (P14416 whole entry, looked up): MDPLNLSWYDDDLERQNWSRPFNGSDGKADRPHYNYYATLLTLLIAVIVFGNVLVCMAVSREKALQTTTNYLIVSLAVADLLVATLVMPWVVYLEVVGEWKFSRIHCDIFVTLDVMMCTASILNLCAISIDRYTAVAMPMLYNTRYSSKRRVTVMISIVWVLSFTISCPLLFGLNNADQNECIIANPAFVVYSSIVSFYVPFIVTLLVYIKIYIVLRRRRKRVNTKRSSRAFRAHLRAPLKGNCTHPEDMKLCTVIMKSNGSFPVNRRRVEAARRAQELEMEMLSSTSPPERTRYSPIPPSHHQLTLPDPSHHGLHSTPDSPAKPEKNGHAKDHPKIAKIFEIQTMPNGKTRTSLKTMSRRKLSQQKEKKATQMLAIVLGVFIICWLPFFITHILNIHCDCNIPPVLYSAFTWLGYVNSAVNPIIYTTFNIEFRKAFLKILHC
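Tetracycline-induced HEK293 T-REx cells with force-coupled D2 receptor, plated overnight at 30 C, loaded with no-wash calcium dye. After a 10 s baseline, compound was pin-added and calcium flux read kinetically for 180 s; calcium rises flagged agonists.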
RXFP1 antagonist: blocks the human relaxin receptor RXFP1; HEK293-RXFP1, relaxin-stimulated cAMP HTRF, 30 min; stronger effect = lower value; actives 0.59% (n = 350,000); Q9HBX9; activity change, negative = inhibition, % at 57.5 µM;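 active means activity change of -60% or lower, but not beyond a set lower limit; inconclusive means change between -60% and -40%, or beyond the set limit; inactive means change above -40%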; further: on the % scale 0 is the no-effect control and ±100 the full control effect
D2 antag: D2 dopamine receptor (human) antagonism; P14416; HEK293 TREx D2 cells, calcium flux, dopamine EC80; inhibition, % at 10 µM; actives 2% (n = 340,000); AID 485344; in the data active means inhibition above about 30%; further: 0% is about no effect
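Tetracycline-induced HEK293 T-REx cells expressing D2 force-coupled to calcium signalling were dye-loaded, exposed to compound for 180 s, then challenged with an EC80 of dopamine; calcium flux was followed kinetically for a further 180 s.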
D1 agonist: agonists of human D1 dopamine receptor; P21728; HEK293 T-REx D1 cells, calcium flux, agonist mode; activation, % at 2 µM; actives 1% (n = 360,000); in the data active means activation above about 30%; further: 0% is about no effect
Target sequence (P21728 whole entry, looked up): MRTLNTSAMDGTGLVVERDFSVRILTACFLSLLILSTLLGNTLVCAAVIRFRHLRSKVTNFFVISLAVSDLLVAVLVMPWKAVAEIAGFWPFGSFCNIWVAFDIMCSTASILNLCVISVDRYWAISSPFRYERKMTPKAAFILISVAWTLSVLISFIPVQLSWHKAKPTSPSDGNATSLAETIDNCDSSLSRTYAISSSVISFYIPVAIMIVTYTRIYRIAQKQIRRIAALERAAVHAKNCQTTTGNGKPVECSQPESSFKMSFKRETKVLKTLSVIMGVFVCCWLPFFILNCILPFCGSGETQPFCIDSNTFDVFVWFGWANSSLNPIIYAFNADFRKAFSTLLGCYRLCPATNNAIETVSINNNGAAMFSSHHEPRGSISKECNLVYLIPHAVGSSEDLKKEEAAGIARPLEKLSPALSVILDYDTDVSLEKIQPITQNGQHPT
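Tetracycline-induced HEK293 TREx D1 cells, force-coupled to calcium signalling, were dye-loaded with a no-wash calcium kit. Compound was pin-added after a 10 s baseline. Fluorescence was read kinetically at 1 cycle/s for 180 s, with calcium rises flagged as agonism.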
D1 antagonist: blocks dopamine activation of the human D1 receptor; actives 3.2% (n = 360,000); activity change, negative = inhibition, % at 10 µM; HEK293 TREx D1 cells, calcium flux, dopamine EC80; stronger effect = lower value; in the data active means activity change below about -30%; further: on the % scale 0 is the no-effect control and ±100 the full control effect
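Allosteric or orthosteric antagonism assessed as attenuation of the calcium response to EC80 dopamine, added 180 s after compound, in induced HEK293 Trex D1 cells loaded with no-wash calcium dye.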
D2 PAM: positive allosteric modulators of human D2 dopamine receptor; AID 485347; actives 0.34% (n = 340,000); P14416; HEK293 T-REx D2, calcium flux, EC20 dopamine potentiation; potentiation, % at 10 µM;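 active means potentiation over 3 SD above the plate norm, cut at about 30% in these data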; further: 0% is about no effect
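Calcium flux readout, no-wash dye, 1 read/s. Inducible HEK293 Trex D2 line, overnight 30 C. Compound alone 180 s (agonist flags), then EC20 dopamine, another 180 s to score potentiation.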
D1 PAM: enhances dopamine response at the human D1 receptor | P21728 | HEK293 TREx D1 cells, calcium flux, dopamine EC20 potentiation | potentiation, % at 10 µM | actives 0.036% (n = 360,000) | AID 504651; in the data active means potentiation above about 30%; further: 0% is about no effect
RXFP1 ag: activates the human relaxin receptor RXFP1 | Q9HBX9 | HEK293T-RXFP1 cAMP TR-FRET, 30 min; response scale: percent of porcine relaxin response, buffer zero | Potency, µM (top dose mostly 57.5 µM), without a hit: at the highest dose activation, usual class: activators | actives 0.3% (n = 370,000) | AID 2676; active means well fitted activation curve with a large enough effect; inconclusive means small, poorly fitted or top-dose-only effect; further: potency means the concentration at half of the fitted maximal effect; on the % scale 0 is the no-effect control and ±100 the full control effect; nearly all actives have a fitted effect of over 60% in size; many of its hits are not listed in these tables
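Agonist response is measured as cAMP accumulation in an RXFP1-transfected HEK293T line under PDE4 inhibition. Values are scaled between buffer-only and 29 nM porcine relaxin, and EC50s come from standard Hill equation fits.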
TRHR enhancer: TRH receptor (human) allosteric enhancement; P34981; TRHR cells, fluo-8 calcium fluorescence, EC20 TRH enhancement; enhancement, % at 2 µM; actives 0.66% (n = 360,000); AID 493056; in the data active means enhancement above about 30%; further: 0% is about no effect
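TRHR-expressing cells loaded with fluo-8 calcium dye were read kinetically (ex 480/em 530) during compound addition, then stimulated with an EC20 of TRH (10 nM final). Enhancement of the Gq-mediated intracellular calcium response was scored.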
* = called active by the depositor; ? = inconclusive; . = no result given. This is a subset. The share of hits here may be higher or lower than overall.

SMILES	D2 ag	RXFP1 antagonist	D2 antag	D1 agonist	D1 antagonist	D2 PAM	D1 PAM	RXFP1 ag	TRHR enhancer
COc1ccc(CCNC(=O)Cn2c(=O)oc3cc(Cl)ccc32)cc1OC	0.0	-2	0	2	-6	4	0	2.9%	-2
CN(CC(=O)Nc1ccc(Cl)c(Cl)c1)C(=O)CNC(=O)C1CCCCC1	-0.7	-7	1	-1	2	-9	-2	0.5%	3
O=C(NC1(C(F)(F)F)NC(=O)N(Cc2cccnc2)C1=O)c1ccccc1Cl (stereo not given)	-0.2	7	7	1	9	1	3	-2.2%	5
O=C(Nc1ccn(Cc2ccccc2F)n1)c1ccc(COc2ccc(Cl)cc2Cl)o1	2.1	-2	-11	18	-6	3	-2	-0.3%	6
Cc1ccc2c(n1)sc1c(-c3ccc(Br)cc3)c(C#N)c(N)nc12	0.5	-8	4	2	-31*	5	-10	3.4%	0
CC(/C=N/n1c(COc2ccccc2)n[nH]c1=S)=C\c1ccccc1	0.4	-7	-11	-1	-8	7	0	-1.2%	6
COc1ccc(-c2nc(CNC(=O)NC3CCCCC3)c(C)o2)cc1	-0.1	3	.	5	-8	9	1	1.1%	1
CC(C)(C)NC(=O)c1cc(-c2ccccc2)n[nH]1	-0.2	-5	2	4	-32*	-8	-7	-1.7%	-8
O=C(CN1C(=O)C2CCCCC2C1=O)Nc1nc2ccc(F)cc2s1 (stereo not given)	2.0	-11	10	6	14	3	-1	1.5%	2
COCCCN(CCCN)Cc1ccco1	2.1	.	13	2	10	-3	0	-0.4%	-8
Cc1cc(=O)oc(C)c1C(=O)NCC1CCCO1 (stereo not given)	0.6	1	-7	4	0	-5	-3	-0.4%	-1
CCc1ccc(S(=O)(=O)c2nnn3c2nc(Nc2ccc(F)cc2)c2cc(Cl)ccc23)cc1	0.2	-4	.	3	6	8	-3	-1.4%	6
Cc1cccc(C(=O)NC(=S)Nc2ccc(S(=O)(=O)N3CCN(C)CC3)cc2)c1	-0.1	-9	2	6	-28	3	-21	0.1%	3
CC1CCC(NC(=O)Cn2cnc3sccc3c2=O)CC1 (stereo not given)	0.1	3	8	0	-20	13	2	6.6%	-4
Cc1ccc(NC(=O)CSc2nnc3ccccn23)cc1	-0.2	0	0	0	-3	-1	-1	11%	2
CCOc1ccc(-c2nnc(NC3=NCCCCC3)o2)cc1	0.0	-5	3	0	.	-5	-2	-2.2%	0
Cc1cc2cc(CNC(=S)Nc3ccc(OC(F)F)cc3)ccc2[nH]1	1.6	-24	-24	1	-2	-7	-4	3.1%	0
CC(=O)CSc1ccc(-c2nc3ccccc3[nH]2)cn1	0.0	-14	3	0	10	-2	-7	1.4%	1
CCn1cc2nc(SCC(=O)Nc3ccc(OC)c(Cl)c3)n(Cc3ccc(OC)cc3)c(=O)c2n1	-0.6	.	.	0	22	8	1	-2.4%	-1
Cc1ccccc1NC(=O)NCc1ccco1	-0.5	0	-16	2	4	4	7	-2.4%	4
Cc1ccc(OCc2nnc(SCC(=O)Nc3ccccc3C(C)C)o2)cc1	1.0	-3	.	0	-3	8	2	0.2%	-1
CCc1ccccc1Nc1nn2c(=O)c3ccc(C(=O)Nc4cc(C)cc(C)c4)cc3nc2s1	0.3	.	.	1	1	-3	-2	2.0%	3
COc1ccc2cc(C#N)c(NC(C)C)nc2c1	-0.9	-3	6	-3	12	-11	2	2.8%	-1
COc1ccc(N=Cc2cc3c(cc2O)OC(N)=C(C#N)C3c2ccccc2)cc1 (stereo not given)	1.2	6	8	16	-2	-2	0	-0.4%	-6
CCOC(=O)C(NC(=O)c1ccccc1Cl)(Nc1sc2c(c1C(N)=O)CCC2)C(F)(F)F (stereo not given)	-1.1	-13	-1	2	-5	-2	1	2.1%	0
O=Cc1sc(=O)n(Cc2cccc(C(=O)O)c2)c1Cl	2.4	-12	6	3	12	13	-8	-8.7%	-1
Cc1ccc(C)c(S(=O)(=O)N2CCN(C(=O)C3CCN(c4ncnc5sc(C)c(C)c45)CC3)CC2)c1	1.2	?	-1	3	9	2	-5	-0.6%	34*
CCOC(=O)C1=C(CN(CC)Cc2ccccc2)NC(=O)NC1c1ccc(OC)cc1 (stereo not given)	.	5	.	0	3	3	2	3.4%	25
CS(=O)(=O)c1ccc2c(c1)SC1=NC(=O)/C(=C/c3ccco3)C(=N)N12	0.5	-33	0	3	-5	3	-3	3.3%	12
O=C(Nc1ccc(C(=O)O)cc1)/C(=C/c1ccc([N+](=O)[O-])cc1)NC(=O)c1ccccc1	3.8	-20	-6	3	-3	2	-8	1.8%	-2
CSc1nsc(SCC(=O)Nc2cccc(C(=O)O)c2)n1	-3.1	16	6	-1	3	.	2	3.9%	-3
CCCC(c1nnnn1CC1CCCO1)N1CCN(c2cc(Cl)ccc2C)CC1 (stereo not given)	-1.3	-7	-1	0	7	-5	0	0.9%	-1
CC(C)c1ccc(/C=C2\NC(=O)NC2=O)cc1	-0.6	-3	0	1	15	-17	-3	0.1%	-4
O=C(Nc1ccc(Cl)cc1Cl)c1csc(-c2cccnc2)n1	1.1	4	.	3	-9	-10	-4	1.1%	1
CCOC(=O)C(CC)(CC)C(=O)/C=C/c1ccc(Br)cc1	0.3	.	5	0	4	-5	1	25%	-10
CC(C)c1nnc(NC(=O)c2cccc(NC(=O)C(F)(F)F)c2)s1	0.0	-11	-5	-1	13	-1	1	-3.1%	0

Profiles, looked up by structure. Order of values: D2 ag	RXFP1 antagonist	D2 antag	D1 agonist	D1 antagonist	D2 PAM	D1 PAM	RXFP1 ag	TRHR enhancer
`O=Cc1sc(=O)n(Cc2cccc(C(=O)O)c2)c1Cl` in the list: 2.4	-12	6	3	12	13	-8	-8.7%	-1
`O=C(Nc1ccc(C(=O)O)cc1)/C(=C/c1ccc([N+](=O)[O-])cc1)NC(=O)c1ccccc1` in the list: 3.8	-20	-6	3	-3	2	-8	1.8%	-2
`CCOC(=O)C(CC)(CC)C(=O)/C=C/c1ccc(Br)cc1` in the list: 0.3	.	5	0	4	-5	1	25%	-10
`CSc1nsc(SCC(=O)Nc2cccc(C(=O)O)c2)n1` in the list: -3.1	16	6	-1	3	.	2	3.9%	-3
`CCCC(c1nnnn1CC1CCCO1)N1CCN(c2cc(Cl)ccc2C)CC1` (stereo not given) in the list: -1.3	-7	-1	0	7	-5	0	0.9%	-1

Next records:
SMILES	D2 ag	RXFP1 antagonist	D2 antag	D1 agonist	D1 antagonist	D2 PAM	D1 PAM	RXFP1 ag	TRHR enhancer
Cc1cc(C)cc(NC(=O)Nc2ccc3nc(N4CCN(C)CC4)cc(C)c3c2)c1	0.1	0	.	17	-10	2	-6	0.2%	22
O=C(N/N=C/c1cccc(F)c1)c1csc2c1CCCC2	-0.2	-19	-9	1	0	-22	2	0.0%	-1
COc1ccc(C(=O)N2CCCC(C(=O)O)C2)c2ccccc12 (stereo not given)	0.4	6	18	2	-13	-10	-6	12%	-2
Cc1nnc2ccc(-c3cccc(NC(=O)c4ccc(Cl)nc4)c3)nn12	-1.4	-15	5	4	0	17	-1	11%	2
Cc1ccc2c(c1)COc1c3ccc(C(=O)N[C@@H](C)CO)cc3nn1-2	-0.8	.	1	1	-5	3	-2	-3.1%	1
NS(=O)(=O)c1ccc(NC(=O)COC(=O)CNC(=O)C23CC4CC(CC(C4)C2)C3)cc1	0.0	-4	14	2	1	-7	-4	0.7%	1
COC(=O)c1ccc(NC(=O)N2CCN(Cc3cc(=O)n4nc(-c5ccc(C)cc5)sc4n3)CC2)cc1	-1.1	.	.	4	18	-9	-1	?	7
COc1ccccc1NCC(=O)Nc1cc(S(=O)(=O)N2CCOCC2)ccc1N1CCOCC1	1.9	-13	-14	1	3	7	-4	1.6%	8
Nc1cc(=O)[nH]n1C1CCN(c2ccccc2)CC1	0.7	-10	-3	1	-3	4	1	2.0%	1
COc1ccc(OC)c(CCNC(=O)C2CCN(c3nnc(-n4cccc4)s3)CC2)c1	-2.2	.	-13	0	9	-1	1	0.2%	-4
OC1(c2ccccc2)CNCCc2ccccc21 (stereo not given)	-0.6	-3	-10	6	8	4	-1	-5.2%	7
COCCNC(=O)c1sc2nc3n(c(=O)c2c1C)CCC3	-0.1	-9	.	0	6	-5	0	3.6%	12
CCc1nc(Nc2ccc3c(c2)OCCO3)c2oc3ccccc3c2n1	0.9	-22	1	3	-13	1	12	1.4%	-1
O=C(c1ccc(C(=O)N2CCOCC2)s1)N1CCOCC1	0.7	1	9	1	6	18	2	0.7%	-1
O=C(/C=C/c1ccccc1)CC(O)(c1ccccc1)C(F)(F)F (stereo not given)	.	?	.	2	-5	.	-8	-0.6%	-1
COc1ccc(Oc2cnn(-c3ccccc3)c(=O)c2Br)cc1	.	-5	.	3	-1	.	4	19%	-5
COc1ccc(-c2nnc(NC(=O)CS(=O)(=O)c3ccc(F)cc3)o2)c(OC)c1	0.1	-8	17	3	21	4	-2	1.5%	-5
S=C(NC1CC1)N1CCN(c2ccc(Cl)cc2)CC1	1.4	-6	-9	7	0	0	-2	-2.2%	2
Cc1ccc(-c2nn3c(C)nnc3c3ccccc23)cc1S(=O)(=O)NCc1ccccc1	0.1	7	18	-1	6	4	-1	3.3%	-2
Cc1ccc(CSCCNC(=O)CN(c2cccc(C)c2C)S(=O)(=O)c2ccccc2)cc1	.	.	.	17	-6	5	-1	0.0%	-7
O=C(NCCC1=CCCCC1)c1ccc2c(c1)N(Cc1ccc(F)cc1)C(=O)c1ccccc1S2(=O)=O	.	-11	.	3	-3	-4	-2	2.2%	-8
O=C(c1cn(-c2ccccc2)nc1-c1ccccc1)N1CCN(c2ccccn2)CC1	1.0	2	9	3	3	6	-1	1.3%	5
CCOc1cc(NC(=S)N2CCC(C(N)=O)CC2)c(C(=O)OC)cc1OCC	0.8	23	6	1	3	.	0	0.4%	6
c1ccc(-n2cnc3cc(NCc4ccccn4)ccc32)cc1	-0.7	10	30	0	0	-1	-4	1.8%	-2
Cc1cccc(N(CC(=O)NC2CCCC2)C(=O)CNC(=O)c2ccco2)c1C	18	30	14	2	16	-6	.	1.3%	15
O=C(CC1SCCNC1=O)Nc1cccc(C(F)(F)F)c1 (stereo not given)	.	15	.	4	4	.	-2	0.2%	8
COc1ccc(C(=O)Nc2ccc(S(=O)(=O)N3CCCCC3C)cc2)c(OC)c1OC (stereo not given)	.	-15	.	-1	15	.	-8	4.5%	7
Cc1ccnc2nc(C(=O)Nc3ccc(S(=O)(=O)N4CCCC4)cc3)nn12	0.6	1	-24	3	6	4	-4	-0.4%	4
